KB-V1 cytotox: KB-V1 MDR subline cytotoxicity. 400,000 compounds, 3.4% hits. AID 1347076. KB-V1 MDR cells viability, CellTiter-Glo, 72 h. Potency, µM (doses to about 46.1 µM), for the others: at the highest dose activity change, negative = cytotoxicity, most hits filed as cytotoxic; note: potency is the fitted concentration of half-maximal effect; % is set by controls: 0 for no effect and ±100 for the full control effect; nearly all actives have a fitted effect of over 60% in size
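Cytotoxicity via CellTiter-Glo luminescence after 72 h compound exposure at 37 degrees C. Cells: drug-selected KB-V1 line, DMEM phenol-red free plus 10% FBS. Compounds tested at multiple concentrations; normalized data fitted to concentration-effect curves.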
IL-1B inflam inh: inhibitors of inflammasome signaling (IL-1 beta secretion). THP-1 LPS/ATP IL-1B secretion, AlphaLISA, 16 h; active compounds read low. activity change, % at 57.5 µM. 360,000 compounds, 4.7% hits; in the data active = activity change below about -50%; inconclusive = mostly about -30% to -49%; note: % is set by controls: 0 for no effect and ±100 for the full control effect
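THP-1 cells pretreated 1 hr with compounds (up to 57.5 uM final), then stimulated with LPS (250 ng/mL final) plus ATP (1.25 mM final); secreted IL-1B measured by AlphaLISA after 16 hr, decreased signal indicating inhibition.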
HEK293 tox: cytotoxic in the GLP-1 receptor inverse agonist counter-screen; HEK293 cAMP-luciferase reporter cells, luminescence, 24 h; AID 624418; 410,000 compounds, 0.13% hits; Potency, µM (doses to about 38.3 µM), inactives show top-dose activity change, negative = inhibition, usual class: inhibitors;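 note: loss of luciferase light is scored as toxicity; potency is the fitted concentration of half-maximal effect; % is set by controls: 0 for no effect and ±100 for the full control effect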
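Here, cytotoxicity is scored as loss of luminescence. The MLSMR collection was tested on cells seeded in medium containing 10% Nu serum, with a 24 hr compound exposure preceded by 12 hours of culture.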
MCF10A rerep: inducers of DNA re-replication in MCF 10A breast cells; MCF 10A DNA re-replication, Hoechst nuclear intensity, 48 h; Potency, µM (series often up to 46.1 µM), without a hit: top-dose activity, positive = re-replication, most hits filed as activators; 350,000 compounds, 2.9% hits; AID 624296; note: potency is the fitted concentration of half-maximal effect; % of control where 0% means no effect; nearly all actives have a fitted effect of over 50% in size
HT1080 IDH1KD tx: toxicity to HT-1080 IDH1 knockdown cells (counter line); 360,000 compounds, 2% hits; AID 686971; HT-1080 IDH1 knockdown viability, ATP luminescence, 48 h; Potency, µM (series often up to 46.1 µM), for the others: at the highest dose activity, negative = toxicity, actives largely listed as cytotoxic;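 note: potency is the fitted concentration of half-maximal effect; 0% = DMSO wells and -100% = cell-free medium wells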
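Knockdown cells (IDH1KD HT-1080) received compounds 2 h after plating at 750 cells/well and were kept 48 h at 37 °C in 5% FBS RPMI. A CellTiter-Glo luminescence read gave % activity for curve fitting.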
KB-3-1 tox: KB-3-1 parental cell cytotoxicity. KB-3-1 viability, CellTiter-Glo ATP luminescence, 72 h. Potency, µM (titrated, usually from 46.1 µM), inactives show top-dose activity change, negative = cytotoxic, usual class: cytotoxic. 400,000 compounds, 1.4% hits; note: potency is the fitted concentration of half-maximal effect; % is set by controls: 0 for no effect and ±100 for the full control effect; nearly all actives have a fitted effect of over 60% in size
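KB-3-1 cells, DMEM (no phenol red) + 10% FBS; compound by pin transfer, 72 h, 37 °C. Readout: CellTiter-Glo luminescence after 10 min. Data normalized, curve-fitted.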
D3 ag: D3 dopamine receptor (human) agonism; 410,000 compounds, 0.58% hits; AID 652048; max activation, %; D3R DiscoveRx beta-arrestin cells, luminescence, 90 min; P35462; in the data active = max activation above about 30%; note: 0% is about no effect; mostly tested at two doses, the higher about 12 µM
Target sequence (P35462 whole entry, looked up): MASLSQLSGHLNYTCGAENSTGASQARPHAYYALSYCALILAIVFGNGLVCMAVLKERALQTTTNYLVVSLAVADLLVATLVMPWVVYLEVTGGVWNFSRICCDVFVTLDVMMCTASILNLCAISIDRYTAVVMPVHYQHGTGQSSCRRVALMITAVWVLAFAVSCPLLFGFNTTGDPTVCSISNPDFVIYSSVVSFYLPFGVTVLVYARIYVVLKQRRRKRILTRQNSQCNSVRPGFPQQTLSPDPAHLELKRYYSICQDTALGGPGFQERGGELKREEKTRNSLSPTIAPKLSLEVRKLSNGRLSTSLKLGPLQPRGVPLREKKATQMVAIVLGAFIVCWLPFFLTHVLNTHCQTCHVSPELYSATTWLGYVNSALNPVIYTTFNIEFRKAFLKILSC
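Agonist mode: compounds and dopamine controls were applied to plated cells for 90 min at 37 degrees C after an overnight attachment at 1500 cells/well. Luminescent read-out followed 30 - 60 minutes at room temperature with DiscoveRx detection reagent.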
SW480 rereplic: inducers of DNA re-replication in SW480 colon cancer cells. SW480 DNA re-replication, Hoechst DNA content imaging, 48 h. Potency, µM (series often up to 46.1 µM), for inactives: top-dose re-replication activation, actives largely listed as activators. 340,000 compounds, 1.8% hits. AID 624297; note: potency is the fitted concentration of half-maximal effect; % of control where 0% means no effect; nearly all actives have a fitted effect of over 55% in size
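First, 250 cells per well were seeded. Next, compound or vehicle (23 nL) was pinned in, plates sat 48 hr at 37 C. Finally Hoechst was added for 40 min before fluorescence scanning.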
HT1080-NT tox: kills 2HG-producing HT-1080-NT fibrosarcoma cells. 360,000 compounds, 1.6% hits. Potency, µM (series often up to 46.1 µM), for inactives: top-dose activity, negative = less viability, actives largely listed as cytotoxic. HT-1080-NT fibrosarcoma viability, CellTiter-Glo ATP luminescence, 48 h;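 note: NT is the 2HG producing partner of a matched IDH1 knockdown line; potency is the fitted concentration of half-maximal effect; 0% = DMSO-treated cells and -100% = media-only wells without cells; nearly all actives have a fitted effect of over 55% in size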
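750 cells/well, RPMI + 5% FBS; 2 h settle, compound pin-transfer, 48 h at 37 degrees C. CellTiter-Glo 10 min RT, luminescence. Normalized to DMSO and media-only wells.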
* = called active by the depositor; [ ] = dose if it differs, or a comment. Unless noted, calls come from the whole dose curve; as a rule, active = well fitted curve in the direction sought with a large enough effect; inconclusive = small, poorly fitted or top-dose-only effect, or another doubt; inactive = no such curve, though single readings can be large; an effect the other way counts as inactive or inconclusive.

Start of the listing, in advance:
For COc1ccc(OC)c(N(CC(=O)NCc2cccnc2)S(C)(=O)=O)c1 the results were KB-V1 cytotox -11%, IL-1B inflam inh -5, HEK293 tox 3%, MCF10A rerep 0%, HT1080 IDH1KD tx 3%, KB-3-1 tox -6%, D3 ag -4, SW480 rereplic -2% and HT1080-NT tox -4%.
CCOc1ccc(Nc2nc3ccccc3n3nnnc23)cc1 was read as KB-V1 cytotox 16%, IL-1B inflam inh 21, HEK293 tox 1%, MCF10A rerep 4%, HT1080 IDH1KD tx -3%, KB-3-1 tox 8%, D3 ag 4, SW480 rereplic 1% and HT1080-NT tox -5%.

Results, repeating the preview:
For COc1ccc(OC)c(N(CC(=O)NCc2cccnc2)S(C)(=O)=O)c1 the results were KB-V1 cytotox -11%, IL-1B inflam inh -5, HEK293 tox 3%, MCF10A rerep 0%, HT1080 IDH1KD tx 3%, KB-3-1 tox -6%, D3 ag -4, SW480 rereplic -2% and HT1080-NT tox -4%.
CCOc1ccc(Nc2nc3ccccc3n3nnnc23)cc1 was read as KB-V1 cytotox 16%, IL-1B inflam inh 21, HEK293 tox 1%, MCF10A rerep 4%, HT1080 IDH1KD tx -3%, KB-3-1 tox 8%, D3 ag 4, SW480 rereplic 1% and HT1080-NT tox -5%.
COc1cccc(NC(=O)NNC(=O)CCc2ccc(O)c(O)c2)c1 was read as KB-V1 cytotox inconclusive, IL-1B inflam inh 8, HEK293 tox -10%, MCF10A rerep -1%, HT1080 IDH1KD tx 2%, KB-3-1 tox 3%, D3 ag 67*, SW480 rereplic -6% and HT1080-NT tox 11%.
CCn1c(SCC(=O)Nc2c(C)n(C)n(-c3ccccc3)c2=O)nnc1-c1cccc(C)c1 was read as KB-V1 cytotox 0%, IL-1B inflam inh -7, HEK293 tox -1%, MCF10A rerep 2%, HT1080 IDH1KD tx 1%, KB-3-1 tox 8%, D3 ag -1, SW480 rereplic -5% and HT1080-NT tox 6%.
Screening Cc1ccc(C(=O)N(CCc2ccccc2)Cc2ccccc2)cc1S(=O)(=O)N1CCOCC1 returned KB-V1 cytotox inconclusive, IL-1B inflam inh -22, HEK293 tox -10%, MCF10A rerep 1%, HT1080 IDH1KD tx -5%, KB-3-1 tox inconclusive, D3 ag -6, SW480 rereplic 5% and HT1080-NT tox -23%.
For COCCn1c(SCC(=O)Nc2ccc3c(c2)OCCO3)nc2c(c1=O)SC(C)C2 (stereo unspecified) the results were KB-V1 cytotox -27%, IL-1B inflam inh -4, HEK293 tox -22%, MCF10A rerep -5%, HT1080 IDH1KD tx 0%, KB-3-1 tox -8%, D3 ag -3, SW480 rereplic -2% and HT1080-NT tox -4%.
Screening CCC(=O)N1CCC1(C)C(=O)Nc1ccc(C)c(C)c1 (stereo unspecified) returned KB-V1 cytotox 5%, IL-1B inflam inh 13, HEK293 tox -4%, HT1080 IDH1KD tx -1%, KB-3-1 tox 0%, D3 ag -2 and HT1080-NT tox 10%.
For Oc1ccc(C(=S)N2CCN(Cc3ccccc3)CC2)cc1 the results were KB-V1 cytotox inconclusive, IL-1B inflam inh -1, HEK293 tox 2%, MCF10A rerep 3%, HT1080 IDH1KD tx 0%, KB-3-1 tox -10%, D3 ag -6, SW480 rereplic 0% and HT1080-NT tox -9%.
For O=C(COC(=O)c1ccccc1Oc1ccccc1)NCc1ccco1 the results were KB-V1 cytotox -1%, IL-1B inflam inh 0, HEK293 tox 20%, MCF10A rerep inconclusive, HT1080 IDH1KD tx -3%, KB-3-1 tox -1%, D3 ag 1, SW480 rereplic -2%[9.22 µM] and HT1080-NT tox 0%.
Screening CC1Cn2c(nnc2-c2ccc(F)cc2)S1 (stereo unspecified) returned KB-V1 cytotox -7%, IL-1B inflam inh -5, HEK293 tox 0%, MCF10A rerep 12%, HT1080 IDH1KD tx 1%, KB-3-1 tox 3%, D3 ag 0, SW480 rereplic -9% and HT1080-NT tox 20%.
For Cc1ccc(-c2csc3ncnc(-n4nc(C)cc4N)c23)cc1 the results were KB-V1 cytotox 5%, IL-1B inflam inh -1, HEK293 tox -9%, MCF10A rerep -9%, HT1080 IDH1KD tx -5%, KB-3-1 tox 0%, D3 ag 3, SW480 rereplic 1% and HT1080-NT tox 3%.
COc1ccc(-c2nn(-c3ccccc3)cc2C2NC(=O)NC(C)=C2C(=O)OC(C)C)cc1Cl (stereo unspecified) was read as KB-V1 cytotox 0%, HEK293 tox -29%, KB-3-1 tox inconclusive and D3 ag 1.
`CC(=O)N1c2ccc(S(=O)(=O)NCCC(=O)N(C)C3CCCCC3)cc2CC1C` (stereo unspecified) gave KB-V1 cytotox 3%, IL-1B inflam inh 22, HEK293 tox -4%, MCF10A rerep inconclusive, HT1080 IDH1KD tx 2%, KB-3-1 tox -7%, D3 ag 2, SW480 rereplic inconclusive and HT1080-NT tox 5%.
`O=C(CCN1C(=O)C2CC=CCC2C1=O)OCC(=O)c1ccc(F)cc1` (stereo unspecified) gave KB-V1 cytotox 0%, IL-1B inflam inh 8, HEK293 tox 0%, MCF10A rerep -1%, HT1080 IDH1KD tx 16%, KB-3-1 tox 5%, D3 ag -1, SW480 rereplic -7% and HT1080-NT tox 3%.
Screening CCC(C)(C)C1CCC(=NNc2nc3ccccc3[nH]2)CC1 (stereo unspecified) returned KB-V1 cytotox 0%, IL-1B inflam inh 90, HEK293 tox -14%, MCF10A rerep inconclusive, HT1080 IDH1KD tx -27%, KB-3-1 tox 0%, D3 ag 9, SW480 rereplic inconclusive and HT1080-NT tox -14%.
For c1ccc2c(c1)CCN(C1CCCCC1)C2 the results were KB-V1 cytotox 12%, IL-1B inflam inh 18, HEK293 tox 11%, MCF10A rerep inconclusive, HT1080 IDH1KD tx 0%, KB-3-1 tox 13%, D3 ag -20, SW480 rereplic inconclusive and HT1080-NT tox -7%.
For O=C(Nc1ccc(N2CCOCC2)cc1)c1cccc(S(=O)(=O)N2CCCC2)c1 the results were KB-V1 cytotox inconclusive, IL-1B inflam inh 0, HEK293 tox 3%, MCF10A rerep 3%, HT1080 IDH1KD tx -5%, KB-3-1 tox -23%, D3 ag 4, SW480 rereplic -2% and HT1080-NT tox 5%[9.24 µM].
Screening Cc1ccc([C@H]2C[C@H](O)[C@@H](n3cc(C4CC4)nn3)CN2Cc2cccs2)cc1 returned KB-V1 cytotox inconclusive, IL-1B inflam inh -25, HEK293 tox -29%, HT1080 IDH1KD tx -1%, KB-3-1 tox 0%, D3 ag 4 and HT1080-NT tox -21%.
For COC(=O)c1sccc1NC(=O)CC1C(=O)NCCN1C(=O)Nc1cc(Cl)ccc1OC (stereo unspecified) the results were KB-V1 cytotox 2%, IL-1B inflam inh -26, HEK293 tox -4%, MCF10A rerep 4%, HT1080 IDH1KD tx -12%, KB-3-1 tox 0%, D3 ag 4, SW480 rereplic 4% and HT1080-NT tox -21%.
Screening O=C(O)c1ccccc1N1C(=O)c2cccc3cccc(c23)C1=O returned KB-V1 cytotox 0%, IL-1B inflam inh 24, HEK293 tox -6%, MCF10A rerep -3%, HT1080 IDH1KD tx 8%, KB-3-1 tox 5%, D3 ag 6, SW480 rereplic -6% and HT1080-NT tox 1%.
`CC(=O)Nc1ccc(C(=O)CSc2nnc(-c3ccc(O)cc3)n2CC2CCCO2)cc1` (stereo unspecified) gave KB-V1 cytotox 16%, IL-1B inflam inh 8, HEK293 tox -8%, MCF10A rerep inconclusive, HT1080 IDH1KD tx 3%, KB-3-1 tox 7%, D3 ag 8, SW480 rereplic 5% and HT1080-NT tox -3%.
Screening COc1ccc(NC(=O)c2ccc(NC(=O)CCS(=O)(=O)c3cccs3)cc2)cc1Cl returned KB-V1 cytotox -1%, HEK293 tox -15%, KB-3-1 tox -11% and D3 ag 26.
`O=C(COC(=O)c1ccc(Cl)cc1O)Nc1cccnc1Cl` gave KB-V1 cytotox 1%, IL-1B inflam inh 18, HEK293 tox -9%, MCF10A rerep -2%, HT1080 IDH1KD tx -5%, KB-3-1 tox -4%, D3 ag 2, SW480 rereplic -7% and HT1080-NT tox -1%.
Screening Cc1ccc(NC(=O)c2ccc(COc3ccccc3Cl)o2)cc1 returned KB-V1 cytotox 0%, HEK293 tox -14%, KB-3-1 tox -1% and D3 ag -7.
CCOC(=O)[C@@H]1[C@H]2COc3ccc(Br)cc3[C@@H]2N2C(=O)N(c3cccc(F)c3)C(=O)[C@]12C was read as KB-V1 cytotox 6%, IL-1B inflam inh -5, HEK293 tox -25%, MCF10A rerep 5%, HT1080 IDH1KD tx -3%, KB-3-1 tox -1%, D3 ag -29, SW480 rereplic 4% and HT1080-NT tox 0%.
Screening CS(=O)(=O)N(CC(=O)NCc1ccncc1)c1cc(Cl)ccc1Cl returned KB-V1 cytotox 4%, IL-1B inflam inh 21, HEK293 tox -19%, MCF10A rerep 25%, HT1080 IDH1KD tx 2%, KB-3-1 tox 4%, D3 ag 6, SW480 rereplic -99%[inhibitor] and HT1080-NT tox -14%.
For COc1ccc(NC(=O)CC(c2ccco2)C(C)C)cc1 (stereo unspecified) the results were KB-V1 cytotox -12%, IL-1B inflam inh 7, HEK293 tox 17%, MCF10A rerep 3%, HT1080 IDH1KD tx 10%, KB-3-1 tox 3%, D3 ag -10, SW480 rereplic -3% and HT1080-NT tox 17%.
`COc1ccc(OC)c(-c2csc(NC(=O)Cc3ccccc3)n2)c1` gave KB-V1 cytotox inconclusive, IL-1B inflam inh -10, HEK293 tox 14%, MCF10A rerep inconclusive, HT1080 IDH1KD tx inconclusive, KB-3-1 tox 1%, D3 ag -6, SW480 rereplic 19% and HT1080-NT tox inconclusive.
Screening O=C(Nc1ccc(F)cc1)N1CCN(c2ccc(F)cc2)CC1 returned KB-V1 cytotox -16%, IL-1B inflam inh 3, HEK293 tox 6%, MCF10A rerep -4%, HT1080 IDH1KD tx -4%, KB-3-1 tox 2%, D3 ag -3, SW480 rereplic 3% and HT1080-NT tox 5%.

Screening results (PubChem)
